ALOX12 inh – Primary qHTS assay for inhibitors of human arachidonate 12S-lipoxygenase (ALOX12): Round 2 | purified 12hLO, xylenol orange hydroperoxide absorbance | Potency, µM (doses to about 108 µM), without a hit: at the top dose activity change, negative = inhibition, usual class: inhibitors | AID 1671190, 2021 | actives 1.1% (n = 580,000); active = well fitted inhibition curve with a large enough effect; inconclusive = small, poorly fitted or top-dose-only effect, or another doubt; inactive = no such curve, though single readings can be large or run the other way
Target sequence (P18054 whole entry, looked up): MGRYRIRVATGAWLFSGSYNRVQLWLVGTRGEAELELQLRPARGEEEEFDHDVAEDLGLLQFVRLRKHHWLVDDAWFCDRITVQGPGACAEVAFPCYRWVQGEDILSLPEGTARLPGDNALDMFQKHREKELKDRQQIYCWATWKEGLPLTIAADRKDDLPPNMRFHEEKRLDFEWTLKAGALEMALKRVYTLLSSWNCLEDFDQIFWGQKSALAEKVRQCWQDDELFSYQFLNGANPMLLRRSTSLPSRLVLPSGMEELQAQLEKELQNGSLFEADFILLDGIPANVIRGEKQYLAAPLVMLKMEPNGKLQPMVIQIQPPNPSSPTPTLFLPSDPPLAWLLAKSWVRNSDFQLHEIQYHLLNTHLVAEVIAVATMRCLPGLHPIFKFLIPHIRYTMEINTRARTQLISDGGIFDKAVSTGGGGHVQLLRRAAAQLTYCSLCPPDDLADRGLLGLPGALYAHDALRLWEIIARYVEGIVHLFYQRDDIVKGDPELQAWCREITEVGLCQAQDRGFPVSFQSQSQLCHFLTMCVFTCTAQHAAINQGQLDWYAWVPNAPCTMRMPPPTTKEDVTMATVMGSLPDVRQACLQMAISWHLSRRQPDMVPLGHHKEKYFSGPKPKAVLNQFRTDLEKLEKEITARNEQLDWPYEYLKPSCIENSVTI
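Purified human 12hLO at 150 nM in 25 mM Hepes, 0.01% Triton X-100, pH 7.0, preincubated 15 min at room temperature with compound. Reaction started with 40 uM arachidonic acid, 30 min at room temperature. Hydroperoxide measured by Fe-xylenol orange, 573/405 nm absorbance ratio.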
Active calls of the source: *; ? = inconclusive; [ ] = remark or other dose. % is set by controls: 0 for no effect and ±100 for the full control effect; potency is the fitted concentration of half-maximal effect. These rows are one share of the data, so the mix of outcomes need not match the whole.

ALOX12 inh | canonical_smiles
51%[activator] | O=C(c1cccs1)C1CCCN(Cc2nc(CCc3ccccc3)no2)C1 (stereo not drawn)
-2%[176 µM] | COCCNC(=O)NC[C@H]1O[C@@H]2C[C@@H](CC(=O)NCc3cnn(C)c3)O[C@@H]2[C@@H]1O
-2% | CCc1cc(C(=O)NNC(=S)NC)cs1
? | O=C(O)C/C(=C/c1ccsc1)c1nc2ccccc2s1
8% | Cc1cccc(OCC(=O)N2CC3CC(C2)[C@H]2CCCC(=O)N2C3)c1 (stereo partly drawn)
-15% | CCCCc1cc(=O)oc2cc(C)cc(OC(C)C(=O)NCCCO)c12 (stereo not drawn)
? | CC(C)(C)CC(=O)NCC(=O)C(C#N)c1ccc2ccccc2n1 (stereo not drawn)
-17% | CN(N=Cc1ccc2c(c1)OCO2)C(=O)c1ccccc1N
19% | COCCCNC(=O)C1COC2(CCC(C)CC2)N1C(=O)c1ccccc1F (stereo not drawn)
2% | CCOc1ccc(NS(=O)(=O)c2cccc(C(=O)Nc3ccc4oc(C)nc4c3)c2)cc1
50%[activator] | O=C1Nc2ccccc2OCC12CCN(Cc1ccc(OC(F)(F)F)cc1)CC2
4% | O=C(c1nnc(COc2ccc(F)cc2F)n1-c1ccccc1)N1CCC[C@@H]1c1cccc(F)c1
? | COc1cc(F)ccc1-c1cnc2n[nH]c(-c3sccc3C)c2n1
76%[activator][176 µM] | c1coc(-c2nnc([C@H]3CCN(C4CCOCC4)C3)o2)c1
? | Cc1ccc(NC(=O)N[C@@H]2C=C(C(=O)NCC(N)=O)C[C@@H](O)[C@@H]2O)cc1
-12% | CC(C)CC(NC(=O)C1CC1)C(=O)N(C)C (stereo not drawn)
19% | Cc1cc(F)ccc1OC1CN([S+](=O)([O-])CCC(F)(F)F)C1
-2% | COC(=O)C(NC(=O)c1ccccc1)(Nc1nc(C2CC2)cs1)C(F)(F)F (stereo not drawn)
-3% | CCOc1ccc(C(=O)Nc2ncc(C)s2)cc1OC
-9% | COc1cccc(N(CC(=O)Nc2ccc(C(N)=O)cc2)S(=O)(=O)c2ccccc2)c1
-30% | COCCCn1c(CCn2cc(Cl)cn2)n[nH]c1=S
-12% | O=C(OCc1nc2ccccc2o1)c1cccc(S(=O)(=O)NCc2ccccc2)c1
? | C=CCN=C1NC(c2ccccc2)C(C(=O)OC)=C(C)N1Cc1ccccc1C(F)(F)F (stereo not drawn)
3% | Cc1cnn(C2(C(=O)O)CCN(C(=O)CCc3cnn(C)c3)CC2)c1
? | Cc1ccc(C)c(NC(=O)C2CCCN2c2ncnc3ccccc23)c1 (stereo not drawn)
5%[176 µM] | Clc1cccc(Nc2cnc3ccc(N4CCOCC4)nn23)c1
-4% | O=C(NCc1ccco1)N1CCC(OC2CCN(Cc3ccccc3)CC2)CC1
1% | N#Cc1cccc(C(=O)/C=C/c2ccsc2)c1
45%[activator] | CS(=O)(=O)NC1CCCN(C(=O)c2cc(F)ccc2F)C1 (stereo not drawn)
-3% | O=C(NC1CCc2ccccc21)c1cc2c(s1)CCCC2 (stereo not drawn)

A different layout for 3 compounds above.
molecule: O=C(NCc1ccco1)N1CCC(OC2CCN(Cc3ccccc3)CC2)CC1
- ALOX12 inh: -4%

molecule: N#Cc1cccc(C(=O)/C=C/c2ccsc2)c1
- ALOX12 inh: 1%

molecule: CS(=O)(=O)NC1CCCN(C(=O)c2cc(F)ccc2F)C1 (stereo not drawn)
- ALOX12 inh: 45%[activator]

Two entries drawn at random from those above, as already listed:
ALOX12 inh | canonical_smiles
? | Cc1ccc(NC(=O)N[C@@H]2C=C(C(=O)NCC(N)=O)C[C@@H](O)[C@@H]2O)cc1
-30% | COCCCn1c(CCn2cc(Cl)cn2)n[nH]c1=S

(cont.)
ALOX12 inh | canonical_smiles
46%[activator] | Cc1cccc(CN2CCC3(CC2)Cc2ccccc2CNC3=O)n1
8% | O=C1CCCc2cc(S(=O)(=O)N3CCC(C(=O)N4CCOCC4)CC3)ccc2N1
? | Cc1ccc(C(=O)N/N=C/c2ccncc2)s1
-4%[57.4 µM] | COC(=O)C=CC(=O)OC
-4%[176 µM] | O=C(O)Cn1ccc2cc(OCCc3cccc(-c4cccnc4)c3)cnc21
? | Cc1ccccc1CNC(=O)c1cc(=O)[nH]c2ccccc12
? | CN(C)C1(CNC(=O)C2CCN(C(=O)c3ccc(F)cc3)CC2)CCCCC1
35%[activator] | CCn1ccnc1CN1CCCC(CNC(=O)c2ccc(-c3ccccc3)cc2)C1 (stereo not drawn)
-20% | Cc1cnc(CNc2ccnc(-c3cccnc3)n2)cn1
? | Cc1ccc(N2CC(c3noc(C4(c5ccccc5)CC4)n3)CC2=O)cc1 (stereo not drawn)
-2%[176 µM] | CC(=O)N1CCC2(C1)C(=NC1CCCC1)NC(=O)N2c1cccnc1 (stereo not drawn)
43%[activator] | COCc1noc(-c2ccc(N(C)CC3CC(=O)N(C(C)(C)C)C3)nc2)n1 (stereo not drawn)
17% | CCC12CN(CC#N)CC(CC)(CN(CC#N)C1)C2=O
? | c1ncc(CCCC2CCNCC2)[nH]1
? | COC(=O)[C@@H]1[C@@H](CO)[C@@H]2Cn3c(cccc3=O)[C@@H]2N1C(=O)C1CCC1
6%[6.33 µM] | O=C1CC2(CCN(Cc3ccccc3)CC2)Oc2ccccc2N1
-22% | S=C(Nc1ccccc1)c1ccccc1
28% | CCCC1=Nc2cc(C(=O)NCCc3ccc(OC)c(OC)c3)ccc2Sc2ccccc21
? | N#Cc1ccc(-c2ccc3c(c2)OCO3)nc1SCC(=O)Nc1ccccc1Cl
36%[activator] | COc1ccccc1C(=O)NC1CC(=O)N(Cc2cccc(F)c2)C1 (stereo not drawn)
4%[6.33 µM] | COc1ccc(CN2CCCCC23Cc2ccccc2CN(C(=O)CCC(=O)O)C3)cc1 (stereo not drawn)
23% | CCS(=O)(=O)N1CCC2(CC1)CC(N1CCN(C(C)C)CC1)CCO2 (stereo not drawn)
-15% | CC(Oc1ccc(C#N)cc1)C(=O)NOCc1ccccc1 (stereo not drawn)
23% | COCc1nnc(NC(=O)C2c3ccccc3C(=O)N(C3CCCC3)C23CCCC3)s1 (stereo not drawn)
-67% | CCC(=O)Nc1ccc(-c2nc3cc(Cl)ccc3o2)cc1
-6%[176 µM] | NC(=O)[C@H]1C[C@@H](O)[C@H](O)[C@H]2[C@@H]1SC(=NCC1CCCCC1)N2Cc1ccc(F)cc1
? | Cc1cc(=O)n(CC(=O)Nc2ccc(N(C)C)cc2)c(-c2ccc(F)cc2)n1
34% | O=C(Cc1cn2ccsc2n1)NC1CCOC2(CCOCC2)C1 (stereo not drawn)
19% | CC1(C)C(=O)N(CC(=O)NC2CCCc3ccccc32)c2ccccc21 (stereo not drawn)
? | COc1cc(OC)cc(-c2nn(-c3ccc(C)cc3C)c(OC(C)=O)c2-c2ccc(NC(C)=O)cc2)c1

Next part
ALOX12 inh | canonical_smiles
15%[176 µM] | CNC(=O)[C@@H](c1ccccc1OC)N1CCC[C@H]1C(=O)N1CC[C@@H](O)C1
-15% | CCCc1cc(=O)oc2c(C)c(OCC(=O)OC(C)(C)C)ccc12
1% | COc1cccc(CN(C)C(=O)CN2CCC(c3nc4ccccc4s3)CC2)c1OC
-5% | CS(=O)(=O)Cc1cccc(C(=O)NCC(O)c2cccc(Cl)c2)c1 (stereo not drawn)
? | CCNc1c(NC(=O)Nc2ccc(F)cc2)c(=O)oc2ccccc12
-8% | COCCN1C(=O)[C@H]2CN(Cc3cc(F)ccc3F)C[C@H]2C1=O
? | Cc1ccc2[nH]c(-c3ccccc3)c(-c3ccccc3)c2c1
-4% | COc1ccc(Cl)cc1-n1c(=O)c(C#N)cc2c(=O)n3cccc(C)c3nc21
32%[activator] | COCCN1C(=O)CCc2cc(NC(=O)CC(C)C)ccc21
6% | Nc1ccn([C@@H]2O[C@H](C(=O)N[C@H](Cc3ccccc3)C(=O)N3CCN(C(=O)N4CCCCC4)CC3)[C@@H](O)[C@H]2O)c(=O)n1
-6% | COc1ccc(-c2noc(CSc3nc(C4CC4)n(-c4ccccc4)n3)n2)cc1OC
? | Cc1cc(C)n(-c2nc3ccccc3nc2Nc2cccc(F)c2)n1
26% | COc1cccc(C(=O)N2CCC3(CC2)OCC(C(=O)NCC(C)C)N3C(=O)c2ccc(F)cc2)c1 (stereo not drawn)
? | Clc1ccc(/C=N/Nc2ccc(Cl)c(Cl)c2)cc1Cl
-4%[176 µM] | O=[S+]([O-])(c1ccccc1)N1CC2(COCCN(Cc3ccc4c(c3)CCO4)C2)C1
20% | Nc1nccnc1C(=O)NCc1cn2ccccc2n1
70% | O=S(=O)(Nc1ccc(Cl)c(N2CCCS2(=O)=O)c1)c1ccccc1
23% | CCc1nc(NCC(C)C)c(C#N)c2c1CCCC2
34% | O=C(CSc1nc(-c2ccco2)cc(C(F)(F)F)n1)N1CCCCCC1
4%[176 µM] | Cc1ccccc1CN1C[C@H](O)C[C@H]1c1nc(-c2cccnc2)no1
9% | O=C(c1cccs1)N1CCN(c2cc(C(F)(F)F)ncn2)CC1
9% | O=C(CCc1nc2ccccc2s1)NCC(=O)N1CCCCCCNC(=O)CC1c1ccccc1 (stereo not drawn)
53%[activator] | O=C(CCC1CC1)N1CCC(c2cc(Cc3ccccc3)[nH]n2)CC1
8% | COC(=O)c1ccc(/C=C/C(=O)C23CC4CC(CC(C4)C2)C3)cc1
3% | CCC1CN(CCNC(=O)c2ccc(C#CC(C)(C)O)cc2)Cc2cc(OC)ccc2O1 (stereo not drawn)
2.8µM* | Cc1ccccc1CC(=O)N1CCC2(CC1)NC(=O)N(c1cccc(F)c1)N2
3% | Cc1cc(Cc2ccccc2)c(C)cn1
0%[6.33 µM] | N#Cc1ccccc1CN1CCCC12Cc1ccccc1CNC2=O (stereo not drawn)
? | Cc1ncc2n1C(=O)N(C1CCN(CC3CC3)CC1)C2
-25% | O=C(O)C(c1c[nH]c2ccc(CO)cc12)N1CCCN(c2ccc(C(F)(F)F)cn2)CC1 (stereo not drawn)

(continued)
ALOX12 inh | canonical_smiles
0% | CCOCc1nc(C2CCCN(C(=O)NCc3ccc(F)cc3)C2)no1 (stereo not drawn)
-1% | O=C(NCc1cccnc1)C1c2ccccc2C(=O)N(C2CCCC2)C12CCCCC2 (stereo not drawn)
46%[activator] | COc1ccc(C2=C(C)C(Nc3cc(Cl)c(OC)cc3OC)=NS2(=O)=O)cc1
-28% | CC(=O)Nc1ccc(SCCCC(=O)c2ccc(F)cc2)cc1
-44% | CC(=O)NCCc1ccc(C(=O)COC(=O)c2ccc(C)c(O)c2)s1
33%[activator][176 µM] | O[C@@H]1CCN(Cc2nc(C3(O)CCN(Cc4ccccc4F)CC3)cs2)C1
5% | Cc1cccc(C(=O)N2CCC3(CCCCO3)CC2)c1
? | CCN(CC)C(CNC(=O)c1nn(-c2ccccc2)c(=O)c2ccccc12)c1ccccc1 (stereo not drawn)
3% | CN1C(=O)CCCCC1C(=O)NCc1ccncc1 (stereo not drawn)
-23% | NC(=O)c1cn[nH]c1NCc1cccnc1
-4% | CC(=O)OCC1(COC(C)=O)COCC(COC(C)=O)(COC(C)=O)C1=O
31%[activator] | O=C1[C@H]2CN(Cc3cccc(Cl)c3)C[C@H]2C(=O)N1CCN1CCc2ccccc2C1
? | COc1cc(F)ccc1-c1nccc2c(=O)cc(N(C)C3CCOCC3)oc12
38% | O=C(NCc1ccc(CN2CCCCC2)cc1)c1ccc(C(F)(F)F)nc1
0%[176 µM] | Cn1ccc2c(C(=O)NCc3cccnc3)nc(-c3ccccc3)cc21
? | COc1ccc(-c2cc3c(=O)n(CCNC(=O)c4cccc5[nH]ccc45)ccn3n2)cc1
-4% | COCCNC(=O)C(C)(C)n1cc(NC(=O)COCc2ccccc2)cn1
12% | COc1ccc(-c2cc(N3CCC(NC(=O)c4ccc(F)cc4F)C3)n[nH]2)cc1 (stereo not drawn)
38%[activator] | CNC(=S)NNC(=O)c1ccccn1
? | Cc1ccc(NS(=O)(=O)c2ccc(N/N=C/c3cc(C)ccc3C)c([N+](=O)[O-])c2)c(C)c1
-8% | COc1ccc(CC(=O)NC2CCCN(c3cc(-c4ccc(F)cc4)[nH]n3)C2)cc1OC (stereo not drawn)

Some of the entries so far, in CSV form:
SMILES,ALOX12 inh
CCNc1c(NC(=O)Nc2ccc(F)cc2)c(=O)oc2ccccc12,?
COCCN1C(=O)[C@H]2CN(Cc3cc(F)ccc3F)C[C@H]2C1=O,-8%
Cc1ccc2[nH]c(-c3ccccc3)c(-c3ccccc3)c2c1,?
COc1ccc(Cl)cc1-n1c(=O)c(C#N)cc2c(=O)n3cccc(C)c3nc21,-4%
COCCN1C(=O)CCc2cc(NC(=O)CC(C)C)ccc21,32%[activator]
Nc1ccn([C@@H]2O[C@H](C(=O)N[C@H](Cc3ccccc3)C(=O)N3CCN(C(=O)N4CCCCC4)CC3)[C@@H](O)[C@H]2O)c(=O)n1,6%
